Tb PGK inh: T. brucei PGK inhibition; AID 602233; PGK/GAPDH coupled, Kinase-Glo luminescence, 60 min; Potency, µM (series often up to 57.5 µM), without a hit: top-dose activity change, negative = inhibition, actives largely listed as inhibitors; actives 0.043% (n = 380,000); P07378; also: % is scaled to controls: 0 for no effect and ±100 for the full control effect; nearly all actives have a fitted effect of over 60% in size
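Recombinant glycosomal PGK reaction used 1,3-bisphosphoglycerate generated in-well by GAPDH (100nM final) in 100mM TEA pH 7.6, 5mM MgCl2, 0.01% Tween-20. After 60 minutes at room temperature, ATP was read by Kinase-Glo Plus luminescence end-point.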
12-LOX inh: ALOX12 (human) lipoxygenase inhibition | P18054 | purified 12hLO, xylenol orange hydroperoxide absorbance | Potency, µM (top dose mostly 108 µM), for the others: at the top dose activity change, negative = inhibition, hits mostly inhibitors | actives 1.1% (n = 580,000) | AID 1671190; also: % is scaled to controls: 0 for no effect and ±100 for the full control effect
Target sequence (P18054 whole entry, looked up): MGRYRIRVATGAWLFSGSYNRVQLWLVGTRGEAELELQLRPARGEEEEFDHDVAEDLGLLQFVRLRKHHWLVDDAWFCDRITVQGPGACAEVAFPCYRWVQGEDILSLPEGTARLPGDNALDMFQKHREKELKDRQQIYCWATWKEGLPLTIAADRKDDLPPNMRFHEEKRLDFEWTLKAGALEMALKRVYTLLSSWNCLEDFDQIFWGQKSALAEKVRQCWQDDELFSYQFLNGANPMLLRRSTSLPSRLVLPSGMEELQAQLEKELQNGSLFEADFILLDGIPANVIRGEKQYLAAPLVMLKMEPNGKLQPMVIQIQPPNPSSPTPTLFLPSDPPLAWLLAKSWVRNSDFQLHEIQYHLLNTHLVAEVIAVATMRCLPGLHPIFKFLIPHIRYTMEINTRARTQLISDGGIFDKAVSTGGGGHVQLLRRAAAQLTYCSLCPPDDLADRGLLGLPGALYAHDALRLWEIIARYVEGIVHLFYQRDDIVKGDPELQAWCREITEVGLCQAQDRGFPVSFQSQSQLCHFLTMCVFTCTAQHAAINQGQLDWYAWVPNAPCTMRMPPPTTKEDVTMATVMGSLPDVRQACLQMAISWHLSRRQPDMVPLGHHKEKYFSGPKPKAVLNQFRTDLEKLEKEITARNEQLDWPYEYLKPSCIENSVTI
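Purified human 12hLO at 150 nM in 25 mM Hepes, 0.01% Triton X-100, pH 7.0, preincubated 15 min at room temperature with compound. Reaction started with 40 uM arachidonic acid, 30 min at room temperature. Hydroperoxide measured by Fe-xylenol orange, 573/405 nm absorbance ratio.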
HP1b binding inh: HP1-beta chromodomain-methylated histone interaction inhibition. P83916. Potency, µM (top dose mostly 114 µM), for the others: top-dose activity change, negative = inhibition, most hits filed as inhibitors. AlphaScreen HP1-beta / biotin-H3K9me3 peptide binding. actives 0.56% (n = 390,000); also: nearly all actives have a fitted effect of over 70% in size; inactives centre near 23
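HP1-beta protein (50 nM final) preincubated 30 min at room temperature with biotinylated H3(1-18)K9me3 peptide (50 nM) in PBS pH 7.4, 0.01% Tween-20, then compound added for 30 min. AlphaScreen streptavidin donor/nickel chelate acceptor beads (10 ug/mL final), 30 min dark, luminescence read.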
RGS4 inh: human RGS4 inhibition | Transcreener GDP fluorescence polarization, RGS4-accelerated GTP hydrolysis | P49798 | Potency, µM (series often up to 114 µM), inactives show at the top dose activity change, negative = inhibition, actives largely listed as inhibitors | actives 0.039% (n = 390,000); also: % is scaled to controls: 0 for no effect and ±100 for the full control effect; nearly all actives have a fitted effect of over 75% in size; some results filed as inactive show a strong effect at the top dose
Target sequence (P49798 whole entry, looked up): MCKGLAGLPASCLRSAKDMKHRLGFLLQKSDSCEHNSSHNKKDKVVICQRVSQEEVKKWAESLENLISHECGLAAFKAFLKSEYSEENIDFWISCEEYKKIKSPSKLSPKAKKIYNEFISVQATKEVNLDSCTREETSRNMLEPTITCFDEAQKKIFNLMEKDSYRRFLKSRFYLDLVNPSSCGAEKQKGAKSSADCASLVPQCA
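MLSMR compounds (23 nl, pin-transferred) preincubated 10 min at room temperature with a 500nM (2x) first reagent, then RGS4 at 900nM (2x) plus Transcreener GDP mix added; fluorescence polarization (620/688 nm) read before and after 90 min at 30 °C.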
GLS inhibitor: inhibitors of human glutaminase (GLS). O94925. GLS enzymatic activity, qHTS titration. Potency, µM (highest dose often 45.5 µM), for the others: at the highest dose activity change, negative = inhibition, most hits filed as inhibitors. actives 0.21% (n = 410,000); also: % is scaled to controls: 0 for no effect and ±100 for the full control effect
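hKGA in 45 mM KH2PO4 (pH 8.2), 0.02% Tween-20 with compound, then 1mM L-Glutamine (stock as added) plus glutamate oxidase/HRP/Amplex red coupling mix. Fluorescence read initially and after 30 min at RT; signal change reflects glutamate formation.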
ERG-DNA inh: ERG Ets/DNA interaction inhibition. fluorescence polarization, His-ERG Ets domain / labelled DNA. actives 0.028% (n = 370,000). AID 624246. Potency, µM (series often up to 76.9 µM), inactives show at the top dose FP activity, negative = inhibition, actives largely listed as inhibitors; active = well fitted inhibition curve with a large enough effect in the polarisation, with a control signal flat; inconclusive = small, poorly fitted or top-dose-only effect, or effect the other way, or a change in a side signal; inactive = no such curve, though single readings can be large or run the other way; the % refers to the polarisation;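 also: polarization taken with two DNA probes labelled with fluorescein and Texas red; % of control where 0% means no effect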
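His-tagged ERG Ets domain (1 uM in the protein solution; 300mM KCl, 50mM Tris-HCl, 1mM EDTA, 1mM DTT, pH 7.5) received compound, then a probe mix of 5 nM fluorescein-DNA and 100nM Texas-615-DNA. Fluorescence polarization was read for both dyes.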
JMJD2A Tudor: inhibitors of human JMJD2A Tudor domain | O75164 | AlphaScreen JMJD2A-Tudor / H3K4me3 peptide binding | Potency, µM (top dose mostly 114 µM), inactives show at the highest dose activity change, negative = inhibition, actives largely listed as inhibitors | actives 4.4% (n = 390,000) | AID 504339; also: % is scaled to controls: 0 for no effect and ±100 for the full control effect; nearly all actives have a fitted effect of over 50% in size
Pin1 inh: inhibitors of human Pin1. Q13526. Pin1 FP peptide displacement, HiFluor488, 10 min. Potency, µM (series often up to 115 µM), without a hit: top-dose activity, negative = inhibition, usual class: inhibitors. actives 0.009% (n = 390,000). AID 504891; active = well fitted inhibition curve with a large enough effect in the polarisation, with a control signal flat, not every such curve was filed as active; inconclusive = small, poorly fitted or top-dose-only effect, or effect the other way, or a change in a side signal; inactive = no such curve, though single readings can be large or run the other way; the % refers to the polarisation; also: % is scaled to controls: 0 for no effect and ±100 for the full control effect
Target sequence (Q13526 whole entry, looked up): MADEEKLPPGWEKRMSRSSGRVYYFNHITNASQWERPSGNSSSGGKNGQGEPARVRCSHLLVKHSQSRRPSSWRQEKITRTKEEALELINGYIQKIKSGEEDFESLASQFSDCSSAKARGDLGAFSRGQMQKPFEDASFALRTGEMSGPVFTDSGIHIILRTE
TrxR1 inh: inhibitors of rat thioredoxin reductase 1; O89049; recombinant rTrxR1, NADPH fluorescence consumption, selenite substrate; Potency, µM (top dose mostly 114 µM), for the others: top-dose activity change, negative = inhibition, usual class: inhibitors; actives 1% (n = 390,000); AID 588453; also: % is scaled to controls: 0 for no effect and ±100 for the full control effect; nearly all actives have a fitted effect of over 65% in size
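Rat TrxR1 (90 nM in the dispensed reagent) was pre-reduced with 400 uM NADPH for 5 min at room temperature, then incubated with compound for 15 min. After 400 uM selenite was added, NADPH fluorescence (Ex 340/Em 450 nm) was followed for 8 min.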
* hit, by the source's call; i = inactive; ? = inconclusive; . = not tested or not shown; & = joins results of further samples; [ ] = remark or other dose. Unless noted, calls follow the shape of the dose curve; as a rule, active = well fitted curve in the direction sought with a large enough effect; inconclusive = small, poorly fitted or top-dose-only effect, or another doubt; inactive = no such curve, though single readings can be large; an effect the other way counts as inactive or inconclusive. Potency is read from the fitted curve at half-maximal effect. These rows are one share of the data. The share of hits here may be higher or lower than overall.

No.	Molecule	Tb PGK inh	12-LOX inh	HP1b binding inh	RGS4 inh	GLS inhibitor
1	O=C1CCC(c2ccccc2)=NN1	0%	9%	29%	2%	-17%
2	CSCCC(NC(=O)c1ccccc1Cl)C(=O)Nc1ccc(C)c(S(=O)(=O)N2CCOCC2)c1 (stereo not given)	i	-1%	14%	-8%	-3%
3	CCCc1nc2c(ccc3ccccc32)cc1CC	-6%	-7%	129%[activator]	-43%	-6%
4	CCOc1ccccc1C(=O)Nc1cccc(-c2ccc(N3CCOCC3)nn2)c1	-3%	?	4%	-6%	1%
5	Cc1cccc(Nc2ccccc2C(=O)O)c1C	-8%	21%	75%[activator]	-10%	32%&52%[activator]
6	COc1cc(NC(=S)NC(=O)CCc2ccccc2)cc(OC)c1	-2%	?	-5%	-12%	15%
7	CCOC(=O)c1c(NC(=O)CN2CCN(C(=O)c3ccco3)CC2)sc(C)c1C	-3%	0%	1%	17%	4%
8	COCCCN(C(=S)Nc1cccc(Cl)c1)C(C)c1ccncc1 (stereo not given)	6%	-12%	37%	-13%	13%

No.	ERG-DNA inh	JMJD2A Tudor	Pin1 inh	TrxR1 inh
1	2%	-3%	-2%	20%[57.1 µM]
2	1%	-24%	1%	8%
3	4%	122%[activator]	3%	7%
4	-13%	-20%	-2%	-3%
5	-3%	-24%	-7%	5%
6	6%	-13%	-2%	?
7	0%	-30%	13%	-14%
8	-1%	-10%	-10%	-15%

Next part.
No.	Molecule	Tb PGK inh	12-LOX inh	HP1b binding inh	RGS4 inh	GLS inhibitor
9	CCCCN(C/C=C/c1ccccc1OC)Cc1ccccc1	3%	?	?	5%	2%
10	CCCCCCC1CC(C)(/C(C)=N/NC(N)=O)OC1=O (stereo not given)	-10%	22%	25%	11%	-2%
11	O=S(=O)(NCCN1CCOCC1)c1cc(Cl)ccc1Cl	i	-4%	41%[activator]	-12%	-13%
12	Cc1n[nH]c(=O)c2c(NC(=O)COC(=O)Cc3c(F)cccc3Cl)oc(C)c12	-10%	19%	40%[activator]	-2%	24%
13	Cc1nc2nc(NC(=O)c3ccc(C(C)(C)C)cc3)[nH]n2c(=O)c1C	-13%	-14%	-12%	4%	-8%
14	COc1ccc(C(=O)Nc2nc(N3C(=O)c4ccccc4C3=O)n(-c3ccccc3)n2)cc1	-9%	0%	40%	0%	1%
15	CN1CCc2c(OCC(=O)NC3CCCCC3)cccc2C1=O	-9%	0%	13%	1%	6%
16	N#C/C(=C\c1cccnc1)C(=O)NC1CCCCC1	9%	10%	30%	-12%	-6%

No.	ERG-DNA inh	JMJD2A Tudor	Pin1 inh	TrxR1 inh
9	-1%	1.3µM*	?	-10%[57.1 µM]
10	-8%	-5%	-1%	22%[57.1 µM]
11	-3%	-6%	-3%	20%
12	0%	-8%	-1%	-15%
13	0%	-19%	1%	17%
14	-9%	-30%	-9%	6%
15	7%	-15%	3%	5%
16	-3%	-3%	?	?

Next structures follow:
No.	Molecule	Tb PGK inh	12-LOX inh	HP1b binding inh	RGS4 inh	GLS inhibitor
17	CC(C)(C)c1cc(Cl)ccc1OCCOCCN1CCCC1	i	?	-31%	-5%	11%
18	Cc1ccc(CNC(=O)C2CCCCN2S(=O)(=O)c2ccccc2)cc1 (stereo not given)	4%	12%	20%	-30%	2%
19	CCCNC(=O)[C@H](C)NC(=O)c1ccc(Br)cc1	3%	-3%	31%	6%	-2%
20	CCN(CC)CCn1c(=N)n(CCOc2ccccc2Cl)c2ccccc21	-5%	-21%	-2%	-4%	4%
21	CCOC(=O)c1cc(-c2ccccc2)n(CC(=O)Nc2ccccc2OCC)c1C	-5%	-25%	36%	10%	-9%
22	COc1ccc(CCNC(=O)C(=O)NCC2OCCN2S(=O)(=O)c2ccc(C)cc2)cc1OC (stereo not given)	-4%	3%	10%	13%	-1%
23	CCN(CC1COc2ccccc2O1)C(=O)c1ccc(Cl)c(S(=O)(=O)N2CC(C)OC(C)C2)c1 (stereo not given)	-4%	-13%	-15%	8%	-1%
24	CN(CC(=O)Nc1ncn[nH]1)S(=O)(=O)c1ccc(Cl)cc1	-6%	-8%	30%	-14%	-1%

No.	ERG-DNA inh	JMJD2A Tudor	Pin1 inh	TrxR1 inh
17	-4%	20µM*	-12%	6%
18	7%	11%	3%	7%
19	-3%	2%	-1%	19%
20	5%	-27%	0%	30%
21	2%	-6%	8%	49%[activator][57.1 µM]
22	-11%	-27%	-6%	9%[57.1 µM]
23	0%	-20%	1%	2%[57.1 µM]
24	7%	?	-6%	9%

Additional results
No.	Molecule	Tb PGK inh	12-LOX inh	HP1b binding inh	RGS4 inh	GLS inhibitor
25	CC(C)C[C@H](NC(=O)N1CCn2c1nc1ccccc12)C(=O)NCC1CCCO1 (stereo not given in full)	0%	0%	39%[activator]	5%	-5%
26	C=CCN1C(=O)c2ccc(C(=O)N(C)CC(=O)Nc3ccccc3Cl)cc2C1=O	-2%	-26%	22%	5%	6%
27	CC(C)CN(C(=O)CN1CCc2ccccc21)c1c(N)n(CC(C)C)c(=O)[nH]c1=O	-8%	23%	28%	12%	27%
28	CCOC(=O)N1CCN(C(=O)CSc2ncccn2)CC1	-6%	-4%	38%	21%	-9%
29	CC(O)CNCCCCOc1ccc(OCc2ccccc2)cc1 (stereo not given)	i	2%	12%	6%	-6%
30	CCOC(=O)c1nnn(CC(=O)NC(=O)Nc2cccc(CC)c2)c1C(=O)OCC	2%	?	40%&15%[activator]	-9%&21%	0%&7%
31	CCNc1nc(NCC)n2c(SC(C(=O)Nc3cc(C)ccc3OC)c3ccccc3)nnc2n1 (stereo not given)	-10%	-10%	21%	?	9%
32	CC1(N=Cc2cc(Cl)ccc2O)COP(=O)(NC2CCCC2)OC1 (stereo not given)	-5%	2%	19%	-3%	30%

No.	ERG-DNA inh	JMJD2A Tudor	Pin1 inh	TrxR1 inh
25	1%	-17%	-4%	-6%
26	12%	-3%	-1%	8%
27	2%	-13%	5%	-3%[57.1 µM]
28	14%	-10%	-1%	-8%
29	-21%	-22%	2%	11%[57.1 µM]
30	0%&4%	-17%&-23%	-1%&-9%	24%&-7%
31	8%	-19%	?	-2%
32	-4%	-16%	-5%	4%[11.4 µM]

One compound at a time, from the list above:
Results for CCOC(=O)N1CCN(C(=O)CSc2ncccn2)CC1 = Tb PGK inh: -6%; 12-LOX inh: -4%; HP1b binding inh: 38%; RGS4 inh: 21%; GLS inhibitor: -9%; ERG-DNA inh: 14%; JMJD2A Tudor: -10%; Pin1 inh: -1%; TrxR1 inh: -8%
Results for CCNc1nc(NCC)n2c(SC(C(=O)Nc3cc(C)ccc3OC)c3ccccc3)nnc2n1 (stereo not given) = Tb PGK inh: -10%; 12-LOX inh: -10%; HP1b binding inh: 21%; RGS4 inh: ?; GLS inhibitor: 9%; ERG-DNA inh: 8%; JMJD2A Tudor: -19%; Pin1 inh: ?; TrxR1 inh: -2%

The listing continues.
No.	Molecule	Tb PGK inh	12-LOX inh	HP1b binding inh	RGS4 inh	GLS inhibitor
33	Cc1cccn2c(=O)c3cc(C(=O)NCCCOC(C)C)sc3nc12	-9%	.	25%	27%	14%
34	COc1cccc(C2=CC(=O)CC(c3ccco3)C2)c1 (stereo not given)	-7%	35µM*	-3%	?	3%
35	COC(=O)c1cc2sccc2n1Cc1ccccc1	-5%	?	168%[activator]	34%	-15%
36	Cc1ccc(Cn2ccc(NC(=O)c3cc(-c4ccc(Cl)c(Cl)c4)on3)n2)cc1	i	?	17%	-4%	-5%
37	CC1CCCN(CC(O)COc2ccc3c(c2)OCO3)C1 (stereo not given)	6%	-7%	27%	5%	13%
38	CC(C)CC(NC(N)=O)C(=O)NCCc1ccc(Cl)cc1Cl (stereo not given)	-8%	-17%	48%[activator]	22%	-4%
39	COCCNC(=O)/C(C#N)=C/C=C/c1ccccc1[N+](=O)[O-]	-3%	-6%	15%	-18%	-2%
40	O=C(c1c(Cl)cccc1Cl)N1CCN(c2ccccn2)CC1	-5%	16%	6%	17%	-3%
41	O=S(=O)(Nc1cccc(-c2ccc(N3CCCCC3)nn2)c1)c1ccc(F)cc1F	-5%	0%	0%	12%	0%

No.	ERG-DNA inh	JMJD2A Tudor	Pin1 inh	TrxR1 inh
33	5%	-1%	2%	19%
34	-2%	-35%	6%	-24%[57.1 µM]
35	0%	156%[activator]	0%	21%
36	-6%	-2%	-9%	-5%
37	-1%	-7%	-1%	14%[57.1 µM]
38	-18%	-5%	2%	28%
39	10%	-22%	-12%	-60%
40	3%	-5%	-3%	-1%
41	1%	-24%	22%	28%[57.1 µM]

Of the compounds above, these contain a tert-butyl group.
No.	Molecule	Tb PGK inh	12-LOX inh	HP1b binding inh	RGS4 inh	GLS inhibitor
13	Cc1nc2nc(NC(=O)c3ccc(C(C)(C)C)cc3)[nH]n2c(=O)c1C	-13%	-14%	-12%	4%	-8%
17	CC(C)(C)c1cc(Cl)ccc1OCCOCCN1CCCC1	i	?	-31%	-5%	11%

No.	ERG-DNA inh	JMJD2A Tudor	Pin1 inh	TrxR1 inh
13	0%	-19%	1%	17%
17	-4%	20µM*	-12%	6%

Screening results as filed in PubChem.
